Screening data from PubChem BioAssay.
Rin1 Abl inh = inhibitors of human Rin1-Abl protein interaction; P00519+Q13671; TR-FRET Rin1/Abl binding, biochemical; inhibition, % at 7.35 µM; actives 0.4% (n = 360,000); in the data active = inhibition above about 5%, passing the limit was not always enough
Scp1 inh = inhibitors of human Scp-1 phosphatase | Recombinant Scp1, phosphopeptide, malachite green phosphate absorbance | inhibition, % at 20 µM | Q9GZU7 | actives 0.88% (n = 340,000);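 active = inhibition above about 50% at 20 µM, limit read from the data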;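 note: plate controls were DMSO wells with enzyme for no effect and wells lacking enzyme for full effect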
Target sequence (Q9GZU7 76-261 limits assumed): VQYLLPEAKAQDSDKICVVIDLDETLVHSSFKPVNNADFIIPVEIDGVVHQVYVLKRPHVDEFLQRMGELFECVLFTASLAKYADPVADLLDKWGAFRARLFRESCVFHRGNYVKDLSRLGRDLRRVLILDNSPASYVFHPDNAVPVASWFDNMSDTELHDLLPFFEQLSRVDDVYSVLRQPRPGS
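Incubation: 45 min enzyme reaction at room temperature / System: truncated SCP-1 phosphatase (76-261aa) / Reagent: Phospho 17-mer peptide substrate / Buffer or medium: Acidic Tris acetate buffer with magnesium and detergent / Signal: absorbance at 630 nm / Doses: one concentration, 20 µM, with 1.0% DMSO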
NadD block = blocks S. aureus nicotinate mononucleotide adenylyltransferase; inhibition, % at 20 µM; AID 602399; purified NadD enzyme, colorimetric absorbance read-out; actives 0.78% (n = 360,000); in the data active = inhibition above about 26%; note: some compounds past the cut are filed as inactive
STEP inh = STEP (human) phosphatase inhibition; P54829; recombinant STEP, OMFP fluorogenic substrate, fluorescence; inhibition, % at 20 µM; actives 0.25% (n = 360,000); AID 588621;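 active = inhibition at 20 µM, scaled per plate between control wells, above about 37%, limit read from the data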;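 note: 0% = DMSO with enzyme and substrate and 100% = substrate only without enzyme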
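Assay system: isolated STEP enzyme. Buffer or medium: pH 6.0 Bis-Tris with DTT and Tween 20. Also added: fluorogenic phosphatase substrate OMFP at 25 µM final. Dosing: 20 µM, 1% DMSO. Timing: 20 min reaction, room temperature, in the dark. Measured by: fluorescence intensity, excitation 480 nm, emission 540 nm. Evaluation: normalized % inhibition.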
SUMO1 PPI mod = SUMO1-SIM interaction modulation. actives 0.33% (n = 360,000). inhibition, % at 20 µM. P63165. AID 602429. SUMO1 binding to a labelled peptide, TR-FRET, 1 h; in the data active = inhibition above about 37%
Target sequence (P63165 whole entry, looked up): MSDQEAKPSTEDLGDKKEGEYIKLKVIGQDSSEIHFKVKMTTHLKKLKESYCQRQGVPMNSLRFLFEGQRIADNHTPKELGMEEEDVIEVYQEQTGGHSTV
CSN inh = blocks human CSN-mediated cullin deneddylation | actives 0.38% (n = 360,000) | AID 651999 | inhibition, % at 12.5 µM | Purified CSN, SCF-Nedd8-OG deneddylation, fluorescence polarization;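 active = pattern-corrected inhibition above about 35%, with an unprinted fluorescence ratio check between 0.5 and 1.5, limit read from the data, passing the limit was not always enough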;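 note: 0% = enzyme with substrate and 100% = substrate without enzyme; some results filed as inactive read as strong as hits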
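assay system = purified human Csn5 enzyme expressed in HEK293T cells | amount = 0.24 nM enzyme | buffer or medium = Tris/NaCl/DTT buffer, pH 7.5 | reagent = 10 nM SCFSkp2-Nedd8OG | compound = one concentration, 12.5 µM, 0.25% DMSO | times = 90 min reaction at room temperature | signal = FP | read-out basis = % inhibition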
Rpn11 block = Rpn11 (human) deubiquitinase inhibition. human 26S proteasome, Ub4-pepOG fluorescence polarization; 20S core pre-blocked with epoxomicin. calls only at 20 µM. actives 0.59% (n = 360,000). AID 588493;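 active = inhibition at 20 µM, scaled to each plate's controls, above about 33%, limit read from the data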
LMPTP block = blocks human LMPTP phosphatase; P24666; recombinant LMPTP-A, OMFP fluorogenic substrate, fluorescence intensity; inhibition, % at 20 µM; actives 0.22% (n = 360,000);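 active = compounds that cut the enzyme signal by at least half of the control window in the single-dose screen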;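 note: plate controls were DMSO wells with enzyme plus substrate for no effect and substrate without enzyme for full effect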
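Test system: LMPTP-A phosphatase enzyme. Amount: LMPTP-A at 0.625 nM final in the reaction. Reagent: OMFP substrate, 400 µM final. Times: 50 min at room temperature. Signal: endpoint fluorescence intensity from OMFP dephosphorylation. Read-out basis: % inhibition. Benchmarks: no-enzyme and uninhibited controls.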
Neddylation inh = blocks human cullin neddylation. actives 0.58% (n = 360,000). TR-FRET cullin neddylation, biochemical. calls only at 25 µM; in the data active = inhibition above about 36%
Target sequence (P61081 whole entry, looked up): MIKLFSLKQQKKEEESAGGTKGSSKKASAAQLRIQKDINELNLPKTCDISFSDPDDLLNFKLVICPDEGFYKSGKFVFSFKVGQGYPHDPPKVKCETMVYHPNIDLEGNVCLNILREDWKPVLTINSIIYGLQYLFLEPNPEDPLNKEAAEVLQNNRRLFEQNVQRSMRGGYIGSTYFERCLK
Target sequence (Q13564 whole entry, looked up): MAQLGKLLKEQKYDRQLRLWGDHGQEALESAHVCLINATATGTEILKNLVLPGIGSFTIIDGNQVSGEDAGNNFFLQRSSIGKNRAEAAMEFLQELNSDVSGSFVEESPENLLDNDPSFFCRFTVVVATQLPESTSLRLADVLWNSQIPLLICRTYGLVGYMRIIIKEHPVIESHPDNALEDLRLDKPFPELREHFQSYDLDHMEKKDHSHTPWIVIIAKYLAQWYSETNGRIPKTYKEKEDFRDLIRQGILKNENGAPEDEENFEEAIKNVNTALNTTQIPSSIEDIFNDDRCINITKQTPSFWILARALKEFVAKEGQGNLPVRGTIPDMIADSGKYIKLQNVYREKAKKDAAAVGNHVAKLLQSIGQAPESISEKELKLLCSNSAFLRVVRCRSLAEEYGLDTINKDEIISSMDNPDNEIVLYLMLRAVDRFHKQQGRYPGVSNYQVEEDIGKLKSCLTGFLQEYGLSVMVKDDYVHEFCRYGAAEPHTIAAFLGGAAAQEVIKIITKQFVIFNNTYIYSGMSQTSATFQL
DNMT1 inh = blocks human DNA methyltransferase DNMT1 | actives 0.83% (n = 360,000) | DNMT1 molecular beacon, Hinp1I cleavage, fluorescence | inhibition (reported as % activation of signal), % at 10 µM | P26358; in the data active = inhibition above about 50%
Numbers without * were called inactive; i = inactive; · = not tested or not shown. No enrichment for hits; any-hit rate near 3.8%.

[1] CCOc1ccc(/C=C/c2[nH]c(=O)[nH]c(=O)c2[N+](=O)[O-])cc1
[2] O=C1CNC(=O)/C(=C/c2ccco2)N1
[3] O=C1NCC(Nc2ccc(Br)cc2)C(=O)N1 (centres undefined)
[4] C=CCNC(=O)c1cccc(Br)c1
[5] COCCN1C(=O)COc2ccccc2C1C(=O)NC1CCCCC1 (centres undefined)
[6] CCN(CC)S(=O)(=O)c1cc(NC(=O)Cc2ccc(S(=O)(=O)N3CCOCC3)s2)ccc1Cl
[7] O=C(N/N=C/C=C/c1ccco1)c1cnccn1
[8] COc1ccc(C)c(-n2c(=O)n(Cc3ccccc3)c(=O)c3[nH]cnc32)c1

assay / entry,1,2,3,4,5,6,7,8
Rin1 Abl inh,2,-1,1,-4,·,1,3,1
Scp1 inh,-7,7,-8,-18,·,-13,5,-4
NadD block,0,-2,-1,0,5,-6,-3,-5
STEP inh,2,0,-3,-2,·,-3,1,-1
SUMO1 PPI mod,13,-2,2,-3,-3,-10,-6,-1
CSN inh,-3,-2,3,2,-5,2,2,-3
Rpn11 block,i,i,i,i,·,i,i,i
LMPTP block,-0.4,3.1,1.3,0.3,-1.4,1.1,-0.4,0.7
Neddylation inh,i,i,i,i,i,i,i,i
DNMT1 inh,18,-2,-2,-1,·,-3,11,1

[9] Cc1nc(-c2ccc(S(=O)(=O)NCc3cccnc3)s2)cs1
[10] O=C(CC1CCCCC1)N1CCC(c2nc(-c3ccc(S(=O)(=O)N4CCCC4)cc3)no2)CC1
[11] O=C(CSc1nnc(-c2ccccc2)c(-c2ccccc2)n1)N1CCc2ccccc21
[12] N=c1ccn(Cc2ccc(Cl)cc2Cl)cc1
[13] O=C(COc1ccc(S(=O)(=O)N2CCCC2)cc1Cl)Nc1ccc2c(c1)OCO2
[14] CC(=NNc1ccc([N+](=O)[O-])cn1)c1ccc(N)cc1
[15] Cc1cc(=O)[nH]c(SCc2ccc(Cl)cc2)n1
[16] CCOC(=O)N1CCC(NC(=O)c2ccc3c(c2)N=C(CC)c2ccccc2S3)CC1

assay / entry,9,10,11,12,13,14,15,16
Rin1 Abl inh,0,-1,2,-1,-3,-2,-4,0
Scp1 inh,-5,-4,-15,-6,-8,-8,-9,-11
NadD block,-3,-3,-1,-6,-3,-3,-4,-1
STEP inh,1,2,-1,-3,5,2,-1,-1
SUMO1 PPI mod,-16,-1,-7,-2,5,-45,9,2
CSN inh,-3,3,-4,-3,3,5,-6,-1
Rpn11 block,i,i,i,i,i,i,i,i
LMPTP block,-0.2,2.6,2.1,-0.9,0.0,-1.4,-1.4,2.3
Neddylation inh,i,i,i,i,i,i,i,i
DNMT1 inh,7,-2,2,-1,-1,-7,5,-9

[17] CC(c1ccco1)N(C(=O)c1ccccc1NS(=O)(=O)c1cccc([N+](=O)[O-])c1)c1ccccn1 (centres undefined)
[18] O=C(c1ccccc1Sc1ccc([N+](=O)[O-])cc1)N1CCCCC1
[19] Cc1ccc(-c2cc(C(=O)Nc3sc4c(c3C(=O)NCc3ccco3)CCC4)[nH]n2)c(O)c1
[20] COc1cc2cc(C(=O)N3CCN(c4ccccc4OC)CC3)[nH]c2cc1OC
[21] O=C(O)c1ccc(NS(=O)(=O)c2cccc(S(=O)(=O)c3ccc(Cl)c(Cl)c3)c2)cc1
[22] O=C(/C=C/c1ccccc1)CCN1CCCCC1
[23] Cc1cc(NO)nc(-c2ccc(Br)cc2)n1
[24] CC1CC(C)CN(CC(=O)c2cccs2)C1 (centres undefined)

assay / entry,17,18,19,20,21,22,23,24
Rin1 Abl inh,1,0,3,-1,·,-4,1,0
Scp1 inh,-10,-5,-4,-12,-3,-2,-8,-1
NadD block,11,1,36*,-7,-2,1,8,-1
STEP inh,-2,-4,2,3,0,1,2,2
SUMO1 PPI mod,-15,-17,7,3,-2,-2,0,-1
CSN inh,5,-6,5,-4,-3,2,0,-2
Rpn11 block,i,i,i,i,i,i,i,i
LMPTP block,0.3,0.3,11,-0.5,0.2,-2.1,-0.1,0.2
Neddylation inh,i,i,i,i,i,i,i,i
DNMT1 inh,2,1,-10,0,-1,5,1,-1

[25] C=C(C)CNC(=S)Nc1sc2c(c1C(=O)OCC)CC(C)(C)OC2
[26] S=C(NCc1cccnc1)Nc1ccc(Cl)cc1
[27] CCCCc1nc(SCC(=O)Nc2nnc(C(C)C)s2)n[nH]1
[28] CC(C)(Oc1ccc(Cl)cc1)C(=O)NCCCn1ccnc1
[29] C/C=C/Cn1c(SCc2ccc(C)cc2)nc2c1c(=O)[nH]c(=O)n2C
[30] CCC(=O)c1ccc(OCC(=O)N2CCCC2)c(OC)c1
[31] COc1cccc(NC(=O)CSc2nnc(C)s2)c1
[32] C[C@@H]1CN([C@H](C)CO)C(=O)CCCn2nncc2CO[C@@H]1CN(C)C(=O)Nc1ccnc(N2CCOCC2)c1

assay / entry,25,26,27,28,29,30,31,32
Rin1 Abl inh,-4,0,-1,0,-1,-1,2,0
Scp1 inh,-6,-15,-9,-6,-2,-8,-7,·
NadD block,-9,1,-8,4,0,-6,0,-2
STEP inh,1,-4,-2,4,1,1,-4,-3
SUMO1 PPI mod,-2,-3,5,-1,-1,2,1,0
CSN inh,-14,3,-6,2,8,0,-4,-2
Rpn11 block,i,i,i,i,i,i,i,i
LMPTP block,2.2,-2.3,-2.4,-1.4,0.8,-0.6,-0.7,0.1
Neddylation inh,i,i,i,i,i,i,i,i
DNMT1 inh,5,-3,3,-1,-2,5,2,2

Part of the list above, bar-delimited:
# | mol | Rin1 Abl inh | Scp1 inh | NadD block | STEP inh | SUMO1 PPI mod | CSN inh | Rpn11 block | LMPTP block | Neddylation inh | DNMT1 inh
18 | O=C(c1ccccc1Sc1ccc([N+](=O)[O-])cc1)N1CCCCC1 | 0 | -5 | 1 | -4 | -17 | -6 | i | 0.3 | i | 1
19 | Cc1ccc(-c2cc(C(=O)Nc3sc4c(c3C(=O)NCc3ccco3)CCC4)[nH]n2)c(O)c1 | 3 | -4 | 36* | 2 | 7 | 5 | i | 11 | i | -10
20 | COc1cc2cc(C(=O)N3CCN(c4ccccc4OC)CC3)[nH]c2cc1OC | -1 | -12 | -7 | 3 | 3 | -4 | i | -0.5 | i | 0
21 | O=C(O)c1ccc(NS(=O)(=O)c2cccc(S(=O)(=O)c3ccc(Cl)c(Cl)c3)c2)cc1 | · | -3 | -2 | 0 | -2 | -3 | i | 0.2 | i | -1
22 | O=C(/C=C/c1ccccc1)CCN1CCCCC1 | -4 | -2 | 1 | 1 | -2 | 2 | i | -2.1 | i | 5
23 | Cc1cc(NO)nc(-c2ccc(Br)cc2)n1 | 1 | -8 | 8 | 2 | 0 | 0 | i | -0.1 | i | 1
24 | CC1CC(C)CN(CC(=O)c2cccs2)C1 (centres undefined) | 0 | -1 | -1 | 2 | -1 | -2 | i | 0.2 | i | -1
25 | C=C(C)CNC(=S)Nc1sc2c(c1C(=O)OCC)CC(C)(C)OC2 | -4 | -6 | -9 | 1 | -2 | -14 | i | 2.2 | i | 5
26 | S=C(NCc1cccnc1)Nc1ccc(Cl)cc1 | 0 | -15 | 1 | -4 | -3 | 3 | i | -2.3 | i | -3
27 | CCCCc1nc(SCC(=O)Nc2nnc(C(C)C)s2)n[nH]1 | -1 | -9 | -8 | -2 | 5 | -6 | i | -2.4 | i | 3
28 | CC(C)(Oc1ccc(Cl)cc1)C(=O)NCCCn1ccnc1 | 0 | -6 | 4 | 4 | -1 | 2 | i | -1.4 | i | -1
29 | C/C=C/Cn1c(SCc2ccc(C)cc2)nc2c1c(=O)[nH]c(=O)n2C | -1 | -2 | 0 | 1 | -1 | 8 | i | 0.8 | i | -2
30 | CCC(=O)c1ccc(OCC(=O)N2CCCC2)c(OC)c1 | -1 | -8 | -6 | 1 | 2 | 0 | i | -0.6 | i | 5
31 | COc1cccc(NC(=O)CSc2nnc(C)s2)c1 | 2 | -7 | 0 | -4 | 1 | -4 | i | -0.7 | i | 2
32 | C[C@@H]1CN([C@H](C)CO)C(=O)CCCn2nncc2CO[C@@H]1CN(C)C(=O)Nc1ccnc(N2CCOCC2)c1 | 0 | · | -2 | -3 | 0 | -2 | i | 0.1 | i | 2

The listing continues:
[33] Nc1nnc(SCc2ccc(F)cc2)s1
[34] CC1(C(=O)NS(=O)(=O)c2cccs2)CCN1C(=O)c1ccco1 (centres undefined)
[35] Cc1ccc(C(=O)NC2CCN(S(=O)(=O)c3ccccc3)CC2)cc1
[36] Cn1c(=O)c2c(nc(CN3CCN(c4cccc(Cl)c4)CC3)n2CCc2ccccc2)n(C)c1=O
[37] O=c1ccc(Cl)cn1Cc1ccccc1F
[38] CCOC(=O)c1c(NC(=O)c2cc(CC(C)C)on2)sc(C(C)=O)c1C
[39] CN(C)C1(CNC(=O)C2CCC(=O)N(CCc3ccc(Cl)cc3)C2)CCCCC1 (centres undefined)
[40] CN(Cc1ccccn1)C(=O)C1CCC(=O)N(CCc2ccc(Cl)cc2)C1 (centres undefined)
[41] COc1cc(/C(C#N)=C/c2cccc3ccccc23)c([N+](=O)[O-])cc1OC
[42] CCCSc1nnc2n(C)c(=O)c3c4c(sc3n12)CCC4
[43] COc1cccc(-c2cc(C(=O)N3CCN(S(=O)(=O)c4ccc(Br)cc4)CC3)[nH]n2)c1

assay / entry,33,34,35,36,37,38,39,40,41,42,43
Rin1 Abl inh,1,1,-3,0,2,1,-2,1,-1,0,1
Scp1 inh,-4,·,-3,1,2,-11,1,-3,-3,-3,1
NadD block,-6,1,-2,0,-3,4,-1,2,0,0,14
STEP inh,-5,0,-3,0,-1,-1,-2,-2,0,0,2
SUMO1 PPI mod,-4,-1,1,-1,1,2,37,-4,-2,9,6
CSN inh,-3,-3,7,-5,2,0,-1,-1,-14,2,0
Rpn11 block,i,i,i,i,i,i,i,i,i,i,i
LMPTP block,-2.4,-0.6,0.4,4.4,-1.1,-0.1,-1.7,-0.2,1.3,1.1,1.4
Neddylation inh,i,i,i,i,i,i,i,i,i,i,i
DNMT1 inh,3,6,0,-12,1,9,1,0,-1,-2,7

Limited to LMPTP block (2 entries from above):
No.	mol	LMPTP block
34	CC1(C(=O)NS(=O)(=O)c2cccs2)CCN1C(=O)c1ccco1 (centres undefined)	-0.6
35	Cc1ccc(C(=O)NC2CCN(S(=O)(=O)c3ccccc3)CC2)cc1	0.4
